Mcl1 Bid PPI – Mcl-1/Bid binding inhibitors, primary screen, biochemical, TR-FRET, 1536-well; Induced myeloid leukemia cell differentiation protein Mcl-1 (Homo sapiens), Q07820; TR-FRET Mcl-1/Bid-Dy647 peptide binding; inhibition, % at 21.7 µM; 220,000 compounds, 0.97% hits; AID 1021, 2008;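 active = compounds that cut the binding signal by more than half at the single screening dose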;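 note: His-tagged Mcl-1 with europium anti-His antibody binding Bid BH3 peptide; 0% = Mcl-1 plus peptide wells and 100% = peptide-only wells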
Target sequence (Q07820 whole entry, looked up): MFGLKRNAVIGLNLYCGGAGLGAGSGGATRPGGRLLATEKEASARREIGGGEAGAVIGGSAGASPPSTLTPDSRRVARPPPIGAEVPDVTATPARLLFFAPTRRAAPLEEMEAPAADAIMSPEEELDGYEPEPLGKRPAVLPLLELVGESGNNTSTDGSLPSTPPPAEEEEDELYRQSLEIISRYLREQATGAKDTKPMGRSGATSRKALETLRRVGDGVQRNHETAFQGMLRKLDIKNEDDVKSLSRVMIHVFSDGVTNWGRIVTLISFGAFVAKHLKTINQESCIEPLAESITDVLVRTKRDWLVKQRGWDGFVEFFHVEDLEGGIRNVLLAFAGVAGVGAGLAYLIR
Pf gametocyte – late stage P. falciparum gametocyte viability inhibitors, primary screen, ATP luminescence, HTS | P. falciparum stage V gametocytes, 24 h | inhibition, % at 10.9 µM | 150,000 compounds, 0.065% hits;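 active = inhibition above the mean plus 3 SD of compounds within the control limits, set per campaign, cut at about 38% in these data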;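 note: 0% = DMSO wells and 100% = medium only without gametocytes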
Rab2 wt GTP – modulators of GTP binding to Rab2A wildtype, primary screen, biochemical, dog, bead-based flow cytometry, multiplex | Ras-related protein Rab-2A (Canis lupus familiaris), P61105 | GST-Rab2 wt beads, Bodipy-GTP binding | GTP binding activity, % at 10 µM | 190,000 compounds, 0.19% hits | AID 760, 2007;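 active = GTP binding activity at least 20 points away from 100%, either lowered or raised; inconclusive = signal likely due to the compound's own green fluorescence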;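 note: 0% = beads with excess unlabeled GTP and 100% = no-compound control corrected for plate trend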
HRas wt GTP – modulators of GTP binding to HRas wildtype, primary screen, biochemical, bead-based flow cytometry, multiplex. AID 759, 2007. GST-Ras wt beads, Bodipy-FL-GTP binding; actives lie on both sides. GTPase HRas (Homo sapiens), P01112. GTP binding activity, % at 10 µM. 190,000 compounds, 0.14% hits;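 active = GTP binding activity at least 20% away from the 100% baseline, either lowered as inhibitor or raised as activator; inconclusive = flagged as likely green fluorescent, judged across all proteins in the well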;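 note: 0% = unlabeled GTP competition control and 100% = no-compound control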
Target sequence (P01112 whole entry, looked up): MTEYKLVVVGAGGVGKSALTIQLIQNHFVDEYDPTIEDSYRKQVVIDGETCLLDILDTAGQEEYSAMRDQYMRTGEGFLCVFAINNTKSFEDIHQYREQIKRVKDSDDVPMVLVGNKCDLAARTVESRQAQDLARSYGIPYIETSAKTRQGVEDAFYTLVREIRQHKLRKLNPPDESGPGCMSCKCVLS
Mcl1 Noxa PPI – Mcl-1/Noxa binding inhibitors, primary screen, biochemical, TR-FRET, 1536-well; 220,000 compounds, 1.5% hits; TR-FRET Mcl-1/Noxa peptide binding, 2 h; inhibition, % at 21.7 µM;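 active = compounds that cut the protein-peptide binding signal by more than 50% relative to plate controls in a single-dose test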;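 note: His-tagged Mcl-1 with rhodamine Noxa BH3 peptide and terbium anti-His antibody; 0% = Mcl-1 plus Noxa peptide wells and 100% = peptide-only wells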
Mcl-1 Bim block – inhibitors of Bim peptide binding to Mcl-1, primary screen, biochemical, bead-based flow cytometry, multiplex; 190,000 compounds, 0.1% hits; inhibition, % at 10 µM; Bim peptide-Mcl-1 binding; in the data active = inhibition above about 40%;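 note: 0% = no compound tracer wells and 100% = peptide blocker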
Rab7 wt GTP bind – modulators of GTP binding to Rab7, primary screen, biochemical, wildtype, multiplex bead flow cytometry. GST-Rab7 beads, fluorescent GTP binding; actives lie on both sides; untreated = 100%, excess cold GTP = 0%. GTP binding activity (percent of control), % at 10 µM. 190,000 compounds, 0.055% hits. AID 758, 2007;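 active = fluorescent GTP binding to Rab7 beads changed by at least 20 points from the 100% baseline, either direction, mostly lower; inconclusive = compound itself probably fluorescent, or too few beads counted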;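 note: median green fluorescence of bound Bodipy-FL-GTP per Rab7 bead population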
Avidin fluor – green autofluorescence of compounds with avidin beads – biophysical, 488/530 nm, flow cytometry, artefact control, profiling panel | compound fluorescence 488/530 nm; hits give high values | fluorescence (KMESF) at 10 µM | 220,000 compounds, 0.38% hits; in the data active = fluorescence above about 47; note: inactives centre near 10
Rac1 wt GTP bind – wildtype Rac1 GTP binding modulators, primary screen, biochemical, GST-Rac1 beads, flow cytometry, multiplex | GTP binding activity (% of control), % at 10 µM | 190,000 compounds, 0.27% hits | fluorescent GTP binding; actives lie on both sides; 0 = cold GTP competed, 100 = untreated | AID 757, 2007;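 active = GTP binding activity at least 20 points away from the 100% control level, either lower or higher; inconclusive = compound flagged as likely green fluorescent, judged across all proteins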
Cdc42 wt – modulators of GTP binding to wildtype Cdc42, primary screen, biochemical, multiplex bead flow cytometry, Bodipy-GTP; GST-Cdc42 beads; actives lie on both sides; Cell division control protein 42 homolog (Homo sapiens), P60953; percent activity (GTP binding), % at 10 µM; 190,000 compounds, 0.2% hits;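 active = percent activity GTP binding at least 20 points away from the 100% baseline, either down as inhibitor or up as activator; inconclusive = compound flagged as likely green fluorescent from well-wide comparison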;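 note: median bead fluorescence of bound Bodipy-FL-GTP at 100 nM; 0% = excess unlabeled GTP control and 100% = no compound control; below 100% means less GTP binding so inhibitor and above means activator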
Target sequence (P60953 whole entry, looked up): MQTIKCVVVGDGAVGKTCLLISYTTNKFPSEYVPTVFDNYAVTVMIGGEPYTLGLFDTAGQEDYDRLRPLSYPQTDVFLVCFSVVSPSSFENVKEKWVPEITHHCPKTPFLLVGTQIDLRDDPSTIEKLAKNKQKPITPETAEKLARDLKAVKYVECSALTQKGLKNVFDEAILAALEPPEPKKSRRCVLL
Rac1 mut GTP – GTP binding modulators of activated mutant Rac1, primary screen, biochemical, bead-based flow cytometry, multiplex, fluorescent GTP; Ras-related C3 botulinum toxin substrate 1 (Homo sapiens), P63000; GST-Rac1 activated beads; actives lie on both sides; 100% means binding = to untreated wells; percent activity (GTP binding), % at 10 µM; 190,000 compounds, 0.11% hits; AID 764, 2007;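 active = GTP binding at least 20 percentage points away from the 100% baseline, in either direction, so actives lie on both sides; inconclusive = Compound likely fluorescent itself, or too few beads counted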
Starred values were filed as active, the others as inactive; ? = inconclusive; · = not tested or not shown. Compounds were not picked by outcome; overall some 2.7% were active at least once.

Molecule,Mcl1 Bid PPI,Pf gametocyte,Rab2 wt GTP,HRas wt GTP,Mcl1 Noxa PPI,Mcl-1 Bim block,Rab7 wt GTP bind,Avidin fluor,Rac1 wt GTP bind,Cdc42 wt,Rac1 mut GTP
O=C(Oc1ccc2ccc(OC(=O)N3CCCCCC3)cc2c1)N1CCCCCC1,5,6,96,98,26,-4,101,2,101,97,97
FC(F)(F)c1cc(-c2ccco2)nc(NCCc2ccccc2)n1,4,-7,98,98,-12,-1,97,·,97,97,96
CN(Cc1nc(CCc2ccccc2)no1)Cc1cccs1,-17,-6,93,92,0,-2,99,7,90,88,89
Cc1cccc(NC(=S)N(CCN2CCOCC2)Cc2cc3cc4c(cc3[nH]c2=O)OCO4)c1,-86,18,96,95,2,-1,95,6,95,94,95
COc1ccc(C(=O)Cc2ccc(F)cc2)c(OC)c1,4,6,98,103,6,-1,98,2,102,103,100
C/C(=N\NC(=S)NCCc1ccccc1)c1cccs1,-69,11,97,96,-58,-4,96,1,99,95,98
COc1ccccc1NC(=O)CSc1nnc(COc2ccc(Cl)cc2)n1Cc1ccco1,3,·,101,103,15,0,108,7,102,103,97
CCCOC(=O)c1c(NC(=O)C2C3C=CC(C3)C2C(=O)O)sc2c1CCC(C)C2 (configuration not stated),-23,22,91,93,5,-11,94,9,96,91,92
CCCOc1ccc(N2C(=O)CC(NCc3cccnc3)C2=O)cc1 (configuration not stated),-32,·,100,97,7,0,105,12,97,98,95
Clc1ccc(-c2c[n+](Cc3ccc(Cl)c(Cl)c3)c3n2CCC3)cc1,10,·,100,99,6,0,97,14,102,103,100
COc1ccc(-c2cc(-c3cccs3)nc(OC)c2C#N)cc1OC,-129,22,99,100,-5,-3,102,12,106,101,100
COc1ccc(-n2nnc3c(SCC(=O)Nc4ccc5c(c4)OCCO5)ncnc32)cc1,3,·,95,97,12,-2,105,8,103,98,103
Cc1nn(CC(=O)Nc2ccc(C(=O)N3CCCCC3)cc2)c(=O)c2ccccc12,-2,·,99,100,15,-1,101,18,99,100,96
COc1cc2c3c(c1)C1(C(=O)N3C(C)(C)C=C2C)C(C#N)=C(N)Oc2cc(C)oc(=O)c21 (configuration not stated),-3,·,102,103,-12,-1,99,34,102,103,100
CCOC(=O)c1nn(-c2ccccc2F)c(C)c1C(C)=O,-14,·,98,99,-56,0,101,9,94,101,92
CC1(C)CC(NC(=O)c2ccccc2Cl)CC(C)(C)N1,5,·,103,102,10,-2,93,6,103,105,100
CCCC(=O)Nc1ccccc1NC(=O)c1cc(OC)c(OC)c(OC)c1,17,·,104,105,12,0,99,16,102,104,99
Cc1cc(Nc2cccc(Cl)n2)n(-c2ccccc2)n1,2,-9,97,96,8,-9,97,12,98,98,94
COc1ccc(OC)c(NC(=O)C2CC(=O)N(c3ccccc3)C2)c1 (configuration not stated),-6,·,104,102,0,1,102,32,106,104,99
CC(C)c1nccn1CCC(=O)O,-15,13,105,106,1,-2,102,14,106,106,102
Cc1ccc(/C=N/NC(=O)c2cccc(S(=O)(=O)N3CCOCC3)c2)o1,-27,11,96,97,20,0,95,12,94,99,95
COc1ccc(/C=N\NC(=O)CCc2c(C)n[nH]c2C)c(OC)c1OC,-1,2,?,?,3,-3,?,6,?,?,?
COC(=O)c1cccc(NC(=O)NC2CCCN2S(=O)(=O)c2ccc(Cl)cc2)c1 (configuration not stated),-18,·,101,102,1,0,99,16,106,100,100
COc1cc([N+](=O)[O-])ccc1NC(=O)NCc1ccco1,27,-24,97,93,17,0,93,6,98,96,95
CC(C)Cc1cc(C(=O)Nc2sc3c(c2C#N)CCC3)no1,9,·,98,98,29,-4,97,5,104,99,98
O=C(c1ccco1)N1CCN(C(=O)C(Cc2ccccc2)NS(=O)(=O)c2cccs2)CC1 (configuration not stated),-31,15,101,101,10,4,98,20,107,102,100
Cc1ccc(CNC(=O)Cn2c(=O)oc3ccccc32)o1,-67,·,105,105,2,-4,103,8,104,104,102
CCCCCn1nc(C(=O)OCC(=O)c2c(N)n(C)c(=O)n(C)c2=O)c2ccccc2c1=O,-3,15,?,?,9,4,?,11,?,?,?
COc1cc(OC)c(C2C(C(=O)Nc3ccc(C)cc3C)=C(C)Nc3ncnn32)cc1OC (configuration not stated),-23,-32,103,105,14,-2,104,12,104,105,101
CCn1c(=O)n(CC(=O)NCc2ccco2)c(=O)c2ccccc21,-25,-17,98,98,-2,-3,99,14,94,97,96
CC(=O)c1ccccc1OC(=O)CCN1C(=O)c2ccccc2C1=O,-14,2,96,96,-3,-3,96,18,97,95,96
Cc1ccc(N2CCN(S(=O)(=O)N3CCCCCC3)CC2)cc1Cl,-1,·,105,105,-6,-1,98,15,103,104,99
Cc1ccc(NC(=O)NNC(=O)c2ccccc2)cc1,1,18,98,99,8,-2,94,10,100,98,99
CCOC(=O)c1c(NC(=O)CSc2nc3ccccc3c(=O)n2-c2ccc(F)cc2)sc(C(C)=O)c1C,-23,16,96,96,-76,-2,92,7,104,98,97
CC(=O)Nc1ccc(NC(=O)CSc2nc(C)nc3sc(C)c(C)c23)cc1,14,3,89,89,9,0,94,14,89,86,90
CO/N=C/NC(=O)NOCc1ccc(Cl)cc1Cl,-6,·,98,100,11,-2,98,10,99,101,97
Cc1ccccc1OCC(=O)Nc1ccccc1N1CCC(C)CC1,-1,32,95,97,1,-2,97,9,99,97,96
COc1cc(C(=O)O)c2ccccc2n1,-14,-23,99,98,4,-5,101,12,101,99,98
Nc1c(C(=O)Nc2cccc(F)c2)nnn1-c1cccc(C(F)(F)F)c1,-9,12,98,97,0,0,94,11,103,96,95
COc1ccc(C2CC(=O)c3cnc(NC(=O)c4ccccc4)nc3C2)c(OC)c1 (configuration not stated),-32,·,96,97,11,-2,99,14,101,96,96
COc1ccc2nc(N3C(=O)CC(Cc4ccc(Cl)cc4)C3=O)sc2c1 (configuration not stated),-13,13,103,103,-8,-4,98,8,102,106,99
Cc1occc1C(=O)Nc1sc2c(c1C(N)=O)CCCCC2,-23,12,100,100,14,-2,97,16,104,103,100
CN(C)C(=O)c1sccc1Oc1ccc(F)cc1[N+](=O)[O-],-4,-19,94,93,5,-1,97,7,91,92,92
O=c1c2ccccc2cnn1-c1ccc(Cl)cc1,-8,2,99,101,3,-2,99,31,110,103,100
Cc1cccc(C(=O)/C=C2/c3ccccc3CC(C)(C)N2C)c1,-126,·,98,98,-26,5,99,9,99,98,97
COc1ccccc1CNc1nc(-c2cc(C)n(C)c2C)cs1,65*,·,92,94,90*,10,94,5,97,96,97
CCOC(=O)c1nnn(CC(=O)N2N=C(c3cccc4ccccc34)CC2c2ccccc2)c1C(=O)OCC (configuration not stated),6,·,97,97,3,-1,97,7,100,99,93
CSc1nc2cc3c(cc2n1C(=O)c1ccc(C)cc1)OCCO3,-22,24,100,99,-22,-5,99,13,100,99,100
COc1ccc(C(=O)NCC(=O)NCC(=O)OCC(=O)C(C)(C)C)cc1,-4,-6,99,97,1,2,99,11,103,102,99
CCCS(=O)(=O)N1CCC(C(=O)NCCCN2CCCC2=O)CC1,-28,·,100,101,12,-3,100,12,107,105,100
CCOC(=O)c1c(C)n(C)c2cc(-c3ccc(C)cc3)c(O)cc12,-7,-2,101,103,14,-5,98,42,105,104,101
COc1ccccc1CNC(=O)C(NS(=O)(=O)c1ccc2c(c1)oc(=O)n2C)C(C)C (configuration not stated),-10,·,102,99,8,0,102,6,102,102,101
Cc1ccnc(NS(=O)(=O)c2cnc(Cl)c(Br)c2)c1,-10,·,100,100,-13,-5,102,11,100,105,97
COc1cc(S(=O)(=O)N2CCN(C)CC2)c(OC)cc1Cl,-2,·,93,91,25,0,94,11,94,91,95
C(#Cc1ccccc1)CN1CCCCC1,-14,·,100,100,1,-2,103,10,100,99,98
